MC4R antagonist: human MC4R antagonism in cAMP assay; P32245; MC4R-expressing cells, MTII-stimulated cAMP, LANCE TR-FRET; 360,000 compounds, 0.48% hits; AID 540295; inhibition, % at 6.5 µM;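 active = inhibition above its plate's cutoff, the mean of tested wells on that plate plus 3 SD, cut at about 29% in these data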;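 also: 0% = Melanotan II alone and 100% = Melanotan II plus saturating MCL0020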
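material = U2OS cells stably expressing human melanocortin 4 receptor (MC4R) | also added = Melanotan II challenge | dosing = single nominal compound dose of 6.5 µM | detection = TR-FRET with Eu-cAMP and labeled anti-cAMP, 671 nm | replication = singlicate | timing = compound 30 min, challenge 1 h, detection 1 h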
MC4R ag barr: human MC4R agonism via beta-arrestin. P32245. U2OS MC4R beta-arrestin complementation, luminescence; percent of melanotan II response, DMSO zero. activation, % at 8.9 µM. 360,000 compounds, 0.98% hits. AID 540308;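 active = activation above a per-plate cutoff, the mean activation of sample wells on that plate plus 3 SD, cut at about 8% in these data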
Glyco luc inh: blocks N-linked glycosylation in D54 reporter cells; D54 ERlucT glycosylation luciferase reporter, 24 h; percent of 100 nM tunicamycin response; reporter increase, % at 12.5 µM; 360,000 compounds, 0.23% hits; AID 588692;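 active = mean luciferase reporter signal, scaled so untreated is 0 and the glycosylation-blocking control 100, at or above a set limit in every replicate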;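 also: luciferase carries N-glycosylation sites so blocking glycosylation raises the light; 0% = median of neutral control wells and 100% = median of 100 nM tunicamycin wells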
TLR9-MyD88 block: TLR9-MyD88 interaction inhibition | AID 504734 | CHO BLA complementation TLR9-MyD88, CCF4 FRET ratio | 340,000 compounds, 0.21% hits | Q9NR96+Q99836 | inhibition, % at 4.98 µM;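 active = inhibition above the mean over all tested compounds plus 3 SD, cut at about 21% in these data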;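 also: 0% = DMSO only wells and 100% = clavulanate BLA inhibitor control wells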
HTR2A ag: activates the mouse 5-HT2A serotonin receptor; AID 624169; 360,000 compounds, 0.66% hits; CHO-K1 mHTR2A beta-arrestin complementation, luminescence; percent of 30 µM serotonin response; activation, % at 7.6 µM; P35363;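 active = activation above a run cutoff, the mean activation of all tested compounds plus 3 SD, cut at about 14% in these data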;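 also: 0% = plate median of compound wells and 100% = 30 µM serotonin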
ABHD5-PLIN5 inh: inhibitors of human ABHD5-perilipin-5 interaction; inhibition, % at 4 µM; 360,000 compounds, 0.78% hits; AID 602281; Split G. princeps luciferase complementation, luminescence, 4 h; Q00G26+Q8WTS1;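 active = inhibition above the mean inhibition across every tested compound plus 3 SD, cut at about 22% in these data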;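 also: 0% = DMSO only wells and the 100% control is not disclosed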
Target sequence (Q00G26 whole entry, looked up): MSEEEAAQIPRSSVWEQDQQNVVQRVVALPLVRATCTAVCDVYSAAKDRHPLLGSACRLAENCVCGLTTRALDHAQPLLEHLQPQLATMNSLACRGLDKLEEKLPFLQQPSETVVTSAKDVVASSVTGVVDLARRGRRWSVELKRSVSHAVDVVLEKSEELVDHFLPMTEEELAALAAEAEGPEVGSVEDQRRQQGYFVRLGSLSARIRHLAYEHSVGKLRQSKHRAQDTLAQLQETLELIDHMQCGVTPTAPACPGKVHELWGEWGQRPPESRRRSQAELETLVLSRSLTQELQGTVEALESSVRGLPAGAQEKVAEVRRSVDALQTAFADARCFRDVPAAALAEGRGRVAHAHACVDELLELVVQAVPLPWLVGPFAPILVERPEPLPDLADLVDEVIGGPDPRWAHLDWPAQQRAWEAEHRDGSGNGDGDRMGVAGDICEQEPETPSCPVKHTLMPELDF
Target sequence (Q8WTS1 whole entry, looked up): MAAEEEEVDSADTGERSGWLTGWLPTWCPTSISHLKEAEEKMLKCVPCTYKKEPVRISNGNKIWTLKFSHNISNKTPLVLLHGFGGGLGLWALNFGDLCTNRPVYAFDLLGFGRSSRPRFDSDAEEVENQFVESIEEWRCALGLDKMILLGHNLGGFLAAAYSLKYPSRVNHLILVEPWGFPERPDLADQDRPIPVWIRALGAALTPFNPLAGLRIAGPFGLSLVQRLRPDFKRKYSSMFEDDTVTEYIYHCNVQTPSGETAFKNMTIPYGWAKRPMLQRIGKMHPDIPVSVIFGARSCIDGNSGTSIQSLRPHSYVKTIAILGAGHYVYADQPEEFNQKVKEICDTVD
NOD2 RIPK2 PPI: NOD2-RIPK2 protein interaction inhibition; O43353; CHO BLA complementation NOD2-RIPK2, CCF4 ratio; inhibition, % at 4.98 µM; 360,000 compounds, 0.38% hits; in the data active = inhibition above about 21%;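 also: 0% = vehicle only and 100% = reference blocker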
SRC2 inh: inhibits human steroid receptor coactivator 2 | AID 651957 | 370,000 compounds, 0.17% hits | HEK293 GAL4-SRC2 luciferase reporter, luminescence | Q15596 | inhibition, % at 9 µM;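 active = inhibition above the mean inhibition of all tested compounds plus 3 SD, set per campaign, cut at about 52% in these data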;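 also: 0% = DMSO treated cells and 100% = cells given Gossypol at 36 µM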
ABCB6 inh MLPCN: human ABCB6 transporter inhibition | Q9NP58 | K562-ABCB6 porphyrin accumulation, flow cytometry, 1 h; active compounds read low | fluorescence ratio to DMSO, % at 10 µM | 360,000 compounds, 0.19% hits | AID 602162;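 active = fluorescence ratio to DMSO below 75%, the collection mean minus 3 SD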;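 also: signal is porphyrin accumulated inside mitochondria; 100% equals median channel fluorescence of DMSO control wells; lower ratio means ABCB6 inhibition with less porphyrin fluorescence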
H9c2 protect: modulators protecting cardiomyocytes from myocardial damage. protection from H2O2 cell death, % at 20 µM. AID 588492. H9c2 cardiomyocytes, H2O2 injury protection, ATPLite, 2 h. 360,000 compounds, 0.63% hits;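 active = compounds giving at least 50% protection of heart cells from peroxide-induced death in the single-dose screen, raw or plate-pattern-corrected value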;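 also: 0% = DMSO wells with peroxide and 100% = DMSO wells without peroxide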
* hit, by the source's call; nt = no result given. The list is partial; count on the stated rates, not on these rows.

SMILES	MC4R antagonist	MC4R ag barr	Glyco luc inh	TLR9-MyD88 block	HTR2A ag	ABHD5-PLIN5 inh	NOD2 RIPK2 PPI	SRC2 inh	ABCB6 inh MLPCN	H9c2 protect
Cc1ccc(C(=O)NNC(=O)CSc2nnc(-c3ccccc3)n2Cc2ccccc2)cc1	18	-3.0	4	5	-2	2	-8	9	100	5
O=[N+]([O-])c1ccc(CSc2nnc(SCc3ccccc3)s2)cc1	6	-0.6	-4	-8	0	-5	-4	-2	103	2
CCOC(=O)C1=C(C)NC(=S)NC1c1cc(C)sc1C (configuration not stated)	1	1.2	1	0	-3	-2	-1	32	96	3
COc1ccc2sc(N(CCCN(C)C)C(=O)c3ccc(S(=O)(=O)N(C)C4CCCCC4)cc3)nc2c1	7	-1.7	-8	1	-9	15	10	-15	91	-9
N#Cc1c(Nc2ccccc2)c(C=NCCN2CCOCC2)c[nH]c1=O	-1	-1.9	4	15	-5	-6	-5	-20	106	0
O=C(C=Cc1ccccc1)c1ccc([N+](=O)[O-])cc1	17	-1.6	4	0	-8	67*	1	-23	101	-14
CCN(CC)CCN(C(=O)c1ccc(S(=O)(=O)N(CC)c2ccccc2)cc1)c1nc2c(OC)ccc(OC)c2s1	-1	0.5	0	2	-8	4	11	1	95	8
CC1CC(c2ccccc2)n2nc(NC(=O)c3ccco3)nc2N1 (configuration not stated)	8	-1.1	-3	1	0	4	-5	-19	106	3
Cc1cc(=O)c2c(o1)CC(C)(C)CC2=O	-4	-1.9	-2	-13	-3	4	-12	7	102	5
O=C(CCc1ccccc1)N1CCN(Cc2ccc(F)cc2Cl)CC1	-4	0.8	2	5	5	12	-4	-16	98	-1
C=CCOC(=O)CCP(=O)(CCC(=O)OCC=C)c1ccccc1	-4	-1.4	-1	-3	0	-1	1	5	90	-2
Nc1nnnn1/N=C/c1cccc(Br)c1	6	-1.1	4	-5	1	-4	-6	-2	103	3
Cc1cc(C)cc(N(CCC#N)C(=O)CSc2nc3nc(C)cc(C)n3n2)c1	4	-2.3	-1	-6	1	-1	-4	-21	99	-3
COc1ccc(NC(=O)CS(=O)(=O)Cc2nc(-c3ccc(C)cc3)oc2C)cc1	-12	6.2	3	-13	7	1	-11	-7	95	-7
C/C(N)=C(/C#N)C(=O)COC(=O)c1cccc2ccccc12	0	3.0	0	0	1	8	11	-25	106	2

One compound at a time, from the list above. Values in the order: MC4R antagonist | MC4R ag barr | Glyco luc inh | TLR9-MyD88 block | HTR2A ag | ABHD5-PLIN5 inh | NOD2 RIPK2 PPI | SRC2 inh | ABCB6 inh MLPCN | H9c2 protect
Results for `Cc1ccc(C(=O)NNC(=O)CSc2nnc(-c3ccccc3)n2Cc2ccccc2)cc1` = 18 | -3.0 | 4 | 5 | -2 | 2 | -8 | 9 | 100 | 5
Results for `O=[N+]([O-])c1ccc(CSc2nnc(SCc3ccccc3)s2)cc1` = 6 | -0.6 | -4 | -8 | 0 | -5 | -4 | -2 | 103 | 2
Results for `CCN(CC)CCN(C(=O)c1ccc(S(=O)(=O)N(CC)c2ccccc2)cc1)c1nc2c(OC)ccc(OC)c2s1` = -1 | 0.5 | 0 | 2 | -8 | 4 | 11 | 1 | 95 | 8

Reprinted at random: 4 entries already listed.
SMILES	MC4R antagonist	MC4R ag barr	Glyco luc inh	TLR9-MyD88 block	HTR2A ag	ABHD5-PLIN5 inh	NOD2 RIPK2 PPI	SRC2 inh	ABCB6 inh MLPCN	H9c2 protect
CC1CC(c2ccccc2)n2nc(NC(=O)c3ccco3)nc2N1 (configuration not stated)	8	-1.1	-3	1	0	4	-5	-19	106	3
O=C(CCc1ccccc1)N1CCN(Cc2ccc(F)cc2Cl)CC1	-4	0.8	2	5	5	12	-4	-16	98	-1
COc1ccc(NC(=O)CS(=O)(=O)Cc2nc(-c3ccc(C)cc3)oc2C)cc1	-12	6.2	3	-13	7	1	-11	-7	95	-7
COc1ccc2sc(N(CCCN(C)C)C(=O)c3ccc(S(=O)(=O)N(C)C4CCCCC4)cc3)nc2c1	7	-1.7	-8	1	-9	15	10	-15	91	-9

Going on with the list:
SMILES	MC4R antagonist	MC4R ag barr	Glyco luc inh	TLR9-MyD88 block	HTR2A ag	ABHD5-PLIN5 inh	NOD2 RIPK2 PPI	SRC2 inh	ABCB6 inh MLPCN	H9c2 protect
CCOC(=O)N1CCN(C(=O)CSc2nnc(-c3cccc(Cl)c3)o2)CC1	4	-0.8	3	-3	1	6	-7	-2	105	1
COC(=O)c1c(C#N)c(N)nc2c1CCC2	-1	-1.2	2	-1	4	2	1	-13	95	2
Cc1ccc2c(CC(=O)Nc3c(C)n(C)n(-c4ccccc4)c3=O)coc2c1	-4	-0.2	-1	-3	6	6	3	0	91	12
NC(=O)c1ncn([C@@H]2O[C@H](CNCc3ccccc3C#Cc3ccccc3)[C@@H](O)[C@H]2O)n1	6	0.9	-1	-10	7	-4	-4	21	99	-4
O=C(CCS(=O)(=O)c1ccccc1)Nc1ncc([N+](=O)[O-])s1	5	1.2	-11	-1	6	2	-8	-16	90	-1
O=C(CSc1nnc(NC(=O)c2ccccc2F)s1)NCc1ccco1	5	-1.9	-4	9	-2	2	-11	-69	101	-11
Cc1ccc(OCC(=O)NCCNC(=O)c2cccnc2)cc1C	7	-0.8	0	3	4	-4	-7	11	99	0
CCCCC(=O)Nc1cccc(NC(=O)c2cccc(Br)c2)c1	13	-1.7	2	-4	-4	6	2	15	103	-9
CN1CCN(CCCNC(=O)c2cn(C3CCCCC3)c(=O)c3c2c2ccccc2n3C)CC1	0	-0.8	-3	-3	-5	5	-10	-2	90	12
COc1cccc(C(O)c2ncc(-c3ccc4ccccc4c3)[nH]2)c1 (configuration not stated)	7	-2.0	-1	nt	-3	6	-6	-21	99	-6
COc1ccc(NC(=O)C2CCN(S(=O)(=O)c3ccccc3)CC2)cc1	3	0.5	3	-1	2	13	-4	-11	99	-2
COc1ccc(C(=O)N2CCNC(=O)C2CC(=O)Nc2cc(Cl)ccc2OC)cc1 (configuration not stated)	2	1.6	2	3	-7	-3	-6	-14	96	4
C/C(=N\NC(=O)CNc1cccc(C(F)(F)F)c1)c1ccc(Br)cc1	8	8.3*	2	-6	0	0	-10	4	97	-4
Cc1ccccc1-c1nc2c(s1)CCc1onc(-c3cccc([N+](=O)[O-])c3)c1-2	0	-1.0	1	6	2	1	-11	-16	96	-2
Cc1ccc(C(=O)OCC(=O)NC2CCCc3ccccc32)o1 (configuration not stated)	-2	0.0	2	-2	-3	5	2	-25	97	2
O=C(O)c1ccccc1NS(=O)(=O)c1ccc(N/N=C/c2ccc(O)c(O)c2)c([N+](=O)[O-])c1	4	-3.1	1	-4	-8	17	-10	-7	100	9
COc1ccccc1N(Cc1cc(=O)[nH]c2ccccc12)C(=O)c1cccc([N+](=O)[O-])c1	25	-0.2	-4	-6	-3	6	-3	0	98	28
O=C(NCCc1ccccc1)C(=O)c1c[nH]c2ccccc12	4	-0.5	0	11	-5	3	2	-69	97	0
COc1cc(S(=O)(=O)N(Cc2cccc(OC)c2OC)CC2CCCO2)ccc1-n1cnnn1 (configuration not stated)	9	-2.9	8	1	1	3	11	-12	96	3
Cc1ccc(Cn2cc(CN3CC(N(C)C)CS3(=O)=O)nn2)cc1 (configuration not stated)	nt	nt	nt	nt	1	-13	6	14	96	nt
COc1ccc(C(CC(=O)N2CCOCC2)C(C)C)cc1 (configuration not stated)	7	2.3	1	-11	2	-8	-4	-24	106	-2
CC(C)(C)NC(=O)NC(=O)COC(=O)c1cc(=O)[nH]c2ccccc12	4	-0.4	-1	-6	-5	-9	-3	10	94	31
O=C(Nc1cc(S(=O)(=O)N2CCOCC2)ccc1O)c1ccco1	5	-1.3	-1	11	0	-2	-9	0	102	-2
CCn1cc(/C=C(\NC(=O)c2ccccc2Cl)C(=O)NCCN2CCOCC2)c2ccccc21	5	-2.9	0	11	2	1	-9	2	96	4
Cc1ccccc1-c1cc(C(=O)NCc2cccs2)n(CC2CC(c3cccnc3)=NO2)n1 (configuration not stated)	-1	-4.2	2	4	2	6	-14	6	92	0
CCC(CO)NC1=CC(=O)CCC1 (configuration not stated)	4	-0.2	1	5	5	3	3	-1	98	1
CCC(C)(C)NC(=O)C(c1ccc(OC)cc1)N(Cc1ccccc1)C(=O)CCC(=O)Nc1cc(C)on1 (configuration not stated)	3	2.8	-2	-5	0	0	-1	2	96	13
Cc1cc(C(=O)O)ccc1[N+](=O)[O-]	6	-0.7	-2	-7	4	0	-1	8	96	4
O=c1[nH]c(C2CCCN(S(=O)(=O)c3ccccc3)C2)nc2c1nnn2Cc1ccccc1F (configuration not stated)	-11	-1.8	-1	2	-8	0	7	-2	97	39
COc1ccccc1N(CC(=O)Nc1ccccc1C)S(C)(=O)=O	2	0.8	1	-7	0	-1	-3	10	96	-3
CCCSc1nc(O)c(C2OC(=O)c3c2ccc(OC)c3OC)c(=O)n1C (configuration not stated)	3	-1.5	1	-6	-2	6	-6	-7	91	1
CNC(=O)C[C@@H]1C(=O)N(c2ccc(Br)cc2)CC1(C)C	4	-0.8	2	4	2	-3	-5	9	97	-4
CNC(=O)c1ccc(-c2ccc(OC)cc2)s1	8	0.2	-7	-8	6	2	-14	-67	104	-19
CC(C)(C)n1ncc2c(=O)n(CC(=O)N3CCCCC3)cnc21	9	1.3	-1	-11	1	1	4	-27	97	-2
Cc1ccc(C(=O)NNC(=O)c2ccncc2)cc1C	13	-0.3	2	-26	-7	-10	-1	-19	103	5
CCCCCc1ccc(-c2cn(CN3C(=O)c4ccccc4C3=O)nn2)cc1	-5	0.7	4	-3	11	-5	1	-16	104	-8
O=C(NC1(C(F)(F)F)Oc2ccccc2O1)N1CCCC1	-3	-1.5	-7	-8	0	-4	-3	-4	93	22
O=C(CC[C@H]1O[C@@H](n2cnc3c(NC(=O)c4ccccc4)ncnc32)[C@H](O)[C@@H]1O)NCc1cccc2ccccc12	nt	nt	2	nt	5	1	7	-15	95	5
COc1ccc(N2CCN(C(=O)c3ccccc3NS(=O)(=O)c3ccc(C)cc3)CC2)cc1	-1	1.3	2	-19	1	6	-5	-43	90	2
O=c1ccc(C(F)(F)F)cn1Cc1cc(=O)n2cc(Br)ccc2n1	11	-2.8	2	0	-2	3	-12	5	94	-5
COc1ccccc1S(=O)(=O)Cc1ccc(C(=O)NCc2ccc3c(c2)OCO3)o1	1	-0.8	-3	10	3	-2	5	-13	95	-1
O=C1CC(C(=O)N(c2ccc(F)cc2)C(C(=O)NC2CCCC2)c2ccccn2)CS1 (configuration not stated)	-1	-0.6	2	2	1	-1	3	-11	96	4
CN(Cc1c(C(=O)N/N=C/c2c(F)cccc2Cl)nnn1-c1nonc1N)C1CCCCC1	0	-1.6	0	-2	3	2	-4	1	97	-5
CCCCN1CCC(CN2C(=O)C(=O)NC[C@@H]2Cc2ccccc2)CC1	5	1.6	-1	-9	0	5	-8	-21	100	-5
COc1ccc(/C=C2\SC(=S)N(CCCC(=O)N3CCN(C)CC3)C2=O)cc1OC	18	2.6	-1	-16	4	-9	-10	8	86	0
Cc1cccc(C(=O)n2cnnc2N)c1	-6	0.1	1	1	-4	-3	-9	11	94	7

Compound activity (PubChem)
